Screens (PubChem)
3CLpro inhibitor = SARS-CoV 3CLpro protease inhibitors, primary screen, biochemical, quenched FRET; recombinant SARS-CoV 3CLpro, quenched FRET peptide cleavage; inhibition, % at 6 µM; actives 0.14% (n = 290,000); AID 1706, 2009; in the data active means inhibition above about 12%
TcdB GH inh = TcdB glycohydrolase inhibitors, primary screen, biochemical, single point, plate reader. AID 652162, 2013. inhibition, % at 9.99 µM. TcdB glycohydrolase enzymatic assay. Toxin B (Clostridioides difficile), P18177. actives 0.24% (n = 350,000); in the data active means inhibition above about 10%
CCHF vOTU inh = CCHFV vOTU protease inhibitors, primary screen, biochemical, Pep-AMC substrate, fluorescence | actives 0.55% (n = 370,000) | AID 651958, 2012 | inhibition, % at 11.5 µM; in the data active means inhibition above about 30%; further: 0% = vehicle wells with enzyme and 100% = no enzyme wells
Anthrax LF prot = Bacillus anthracis LF protease inhibitors, primary screen, biochemical, multiplex microsphere, MLPCN library. Lethal factor (Bacillus anthracis), P15917. multiplex microsphere protease cleavage assay. actives 0.12% (n = 360,000). inhibition, % at 10 µM; further: plate controls were buffer without enzyme for full effect and enzyme alone for no effect
Target sequence (P15917 whole entry, looked up): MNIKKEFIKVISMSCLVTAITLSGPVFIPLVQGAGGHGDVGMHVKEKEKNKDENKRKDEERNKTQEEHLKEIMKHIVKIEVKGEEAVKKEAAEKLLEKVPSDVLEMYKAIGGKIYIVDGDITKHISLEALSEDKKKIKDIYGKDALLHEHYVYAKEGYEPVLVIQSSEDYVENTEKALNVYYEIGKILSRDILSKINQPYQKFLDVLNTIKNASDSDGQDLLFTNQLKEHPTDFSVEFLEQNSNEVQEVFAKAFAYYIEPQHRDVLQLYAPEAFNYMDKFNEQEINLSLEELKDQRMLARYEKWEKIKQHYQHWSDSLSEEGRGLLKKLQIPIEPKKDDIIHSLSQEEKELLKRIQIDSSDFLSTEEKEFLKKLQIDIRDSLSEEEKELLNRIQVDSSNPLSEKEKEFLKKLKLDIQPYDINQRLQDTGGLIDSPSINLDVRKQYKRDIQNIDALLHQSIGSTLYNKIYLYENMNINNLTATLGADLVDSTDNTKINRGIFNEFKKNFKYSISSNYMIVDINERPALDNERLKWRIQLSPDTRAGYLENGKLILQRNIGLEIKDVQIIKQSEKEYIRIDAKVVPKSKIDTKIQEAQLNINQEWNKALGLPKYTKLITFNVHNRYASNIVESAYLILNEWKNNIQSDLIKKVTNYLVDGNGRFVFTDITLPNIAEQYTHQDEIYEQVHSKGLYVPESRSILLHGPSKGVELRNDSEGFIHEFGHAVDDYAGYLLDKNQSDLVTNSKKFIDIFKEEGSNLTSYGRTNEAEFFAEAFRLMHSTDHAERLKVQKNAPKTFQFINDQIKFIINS
BH1578 lux ind = inducers of Vibrio cholerae quorum light production without autoinducers, primary screen, BH1578 luxS cqsA deficient, single point; activation, % at 18.7 µM; AID 588436, 2011; actives 0.16% (n = 350,000); V. cholerae BH1578 lux reporter, luminescence, 6 h; in the data active means activation mostly above about 9.7%, no sharp cut-off; further: not every result past the cut was called active; inactives centre near 0; reference of the scale not given here
BoNT-A LC inh2 = BoNT/A light chain protease inhibitors, primary screen, biochemical, flow cytometry, MLPCN library | Botulinum neurotoxin type A light chain protease (Clostridium botulinum A str. ATCC 3502) | multiplex microsphere protease substrate cleavage | inhibition, % at 10 µM | actives 0.17% (n = 360,000) | AID 588499, 2011; further: plate controls were buffer without enzyme for full effect and enzyme alone for no effect
PfHsp40 yeast = rescue of yeast from PfHsp40 toxicity, primary screen, S. cerevisiae, ATP luminescence; growth rescue, % at 12.5 µM; AID 504582, 2011; actives 0.68% (n = 340,000); S. cerevisiae expressing PfHsp40, growth rescue; in the data active means growth rescue above about 28%, passing the limit was not always enough;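 further: yeast W303a lacking pdr1 and pdr3 grown in galactose medium; growth measured after three days at 30 °C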
DUSP3 inh = VHR1 phosphatase inhibitors, primary screen, biochemical, absorbance, uHTS | Dual specificity protein phosphatase 3 (Homo sapiens), P51452 | actives 0.52% (n = 290,000) | recombinant VHR phosphatase, pNPP absorbance | inhibition, % at 13.3 µM | AID 1654, 2009; in the data active means inhibition above about 50%; further: some compounds called inactive have numbers as strong as hits
Target sequence (P51452 whole entry, looked up): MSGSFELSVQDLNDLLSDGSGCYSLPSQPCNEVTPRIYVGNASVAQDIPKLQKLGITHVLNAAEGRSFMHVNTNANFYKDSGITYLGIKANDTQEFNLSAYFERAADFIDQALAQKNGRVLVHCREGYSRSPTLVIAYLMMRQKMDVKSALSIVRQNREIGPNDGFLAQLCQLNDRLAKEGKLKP
Yp Topo-I inh = Yersinia pestis topoisomerase I inhibitors, primary screen, biochemical, cleavage product accumulation, plate reader, single point; actives 0.064% (n = 360,000); AID 504884, 2011; DNA topoisomerase I (Yersinia pestis CO92); activity, % at 10 µM; Y. pestis Topo-I cleavage product accumulation; in the data active means activity above about 50%, passing the limit was not always enough; further: inactives centre near 2
SSB-PriA inh = inhibitors of Klebsiella pneumoniae PriA binding to SSB C-terminal tail, primary screen, biochemical, AlphaScreen | inhibition, % at 33 µM | AlphaScreen SSBct-PriA binding, biotinylated peptide | actives 0.6% (n = 430,000) | PriA–SSB C-terminal tail interaction (Klebsiella pneumoniae); in the data active means inhibition mostly above about 37%, no sharp cut-off; inactive means mostly below about 20%;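 further: plate controls were negative control peptide for no effect and reference peptide for full effect; strong numbers were not always called active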
Starred values were filed as active, the others as inactive. Unless noted, no stated cut-off is given here; in the data, active means inhibition above about 30%; inconclusive means no clear call, values can overlap the other calls; inactive means below that.

O=C(NCc1ccccc1Cl)C(=O)NCC1OCCN1S(=O)(=O)c1ccc(F)cc1 (stereo not given) was read as 3CLpro inhibitor 8, TcdB GH inh 0.3, CCHF vOTU inh 0, Anthrax LF prot -1, BH1578 lux ind -0.2, BoNT-A LC inh2 -3.6, PfHsp40 yeast 0.7, DUSP3 inh 32, Yp Topo-I inh 18 and SSB-PriA inh 25.
For CCOc1ccc(OCC)c(Nc2cc(C)nc3ncnn23)c1 the results were 3CLpro inhibitor -2, TcdB GH inh 1.1, CCHF vOTU inh -1, Anthrax LF prot -8, BH1578 lux ind -0.4, BoNT-A LC inh2 -0.3, PfHsp40 yeast 0.1, DUSP3 inh 11, Yp Topo-I inh 4 and SSB-PriA inh -9.
For CCOC(=O)N1N=C(c2ccc(OC)cc2)CC1(O)C(F)(F)F (stereo not given) the results were 3CLpro inhibitor 2, TcdB GH inh 0.8, CCHF vOTU inh 16, Anthrax LF prot -3, BH1578 lux ind inactive, BoNT-A LC inh2 -0.2, PfHsp40 yeast -1.0, DUSP3 inh -3, Yp Topo-I inh -14 and SSB-PriA inh 5.
`CC(C)(C)OC(=O)[C@H](Cc1ccccc1)NC(=O)c1nc[nH]c1C(=O)N1CCNCC1` gave TcdB GH inh 1.5, CCHF vOTU inh 15, Anthrax LF prot -6, BH1578 lux ind inactive, BoNT-A LC inh2 -0.5, PfHsp40 yeast 0.2, Yp Topo-I inh -5 and SSB-PriA inh 0.
Screening Cc1cc(N2CCCC2)ccc1/C=C1\NC(=S)N(C)C1=O returned 3CLpro inhibitor -4, CCHF vOTU inh 10, Anthrax LF prot 5, BH1578 lux ind inactive, BoNT-A LC inh2 7.9, PfHsp40 yeast -0.1, DUSP3 inh -5, Yp Topo-I inh -12 and SSB-PriA inh 24.
`Cc1ccc(CSC2=Nc3ccccc3C3=NC(=O)CN23)cc1` gave 3CLpro inhibitor 1, TcdB GH inh 0.8, CCHF vOTU inh 2, Anthrax LF prot -8, BH1578 lux ind inactive, BoNT-A LC inh2 4.5, PfHsp40 yeast -0.1, DUSP3 inh 14, Yp Topo-I inh 157* and SSB-PriA inh -13.
`COc1ccc([C@H]2CC(=O)C=C(c3cc(C)ccc3F)C2)cc1` gave TcdB GH inh 1.0, CCHF vOTU inh 8, Anthrax LF prot 6, BH1578 lux ind -0.3, BoNT-A LC inh2 0.2, PfHsp40 yeast 4.1, Yp Topo-I inh 12 and SSB-PriA inh -29.
For COc1cc(/C=N/NC(=O)c2cc(-c3ccc4c(c3)OCO4)n[nH]2)ccc1O the results were 3CLpro inhibitor -9, TcdB GH inh 2.0, CCHF vOTU inh 11, Anthrax LF prot -2, BH1578 lux ind -0.2, BoNT-A LC inh2 0.0, PfHsp40 yeast -0.4, DUSP3 inh 21 and Yp Topo-I inh -12.
OCC1(Cc2ccc(Cl)cc2)CCN(Cc2ccc3nsnc3c2)CC1 was read as 3CLpro inhibitor 9, TcdB GH inh 0.0, CCHF vOTU inh -7, Anthrax LF prot 6, BH1578 lux ind inactive, BoNT-A LC inh2 0.8, PfHsp40 yeast -0.5, DUSP3 inh 16, Yp Topo-I inh 22 and SSB-PriA inh 13.
`CCC(C)(C(=O)NC1CCCC1)N(C(=O)c1ccccn1)c1ccccc1` (stereo not given) gave 3CLpro inhibitor -5, CCHF vOTU inh -4, Anthrax LF prot -4, BH1578 lux ind -3.0, BoNT-A LC inh2 1.9, PfHsp40 yeast 1.7, DUSP3 inh 30, Yp Topo-I inh 18 and SSB-PriA inh -5.

Part of the list above in order of number of heavy atoms, low to high:
`COc1ccc([C@H]2CC(=O)C=C(c3cc(C)ccc3F)C2)cc1` gave TcdB GH inh 1.0, CCHF vOTU inh 8, Anthrax LF prot 6, BH1578 lux ind -0.3, BoNT-A LC inh2 0.2, PfHsp40 yeast 4.1, Yp Topo-I inh 12 and SSB-PriA inh -29.
`CCC(C)(C(=O)NC1CCCC1)N(C(=O)c1ccccn1)c1ccccc1` (stereo not given) gave 3CLpro inhibitor -5, CCHF vOTU inh -4, Anthrax LF prot -4, BH1578 lux ind -3.0, BoNT-A LC inh2 1.9, PfHsp40 yeast 1.7, DUSP3 inh 30, Yp Topo-I inh 18 and SSB-PriA inh -5.
`CC(C)(C)OC(=O)[C@H](Cc1ccccc1)NC(=O)c1nc[nH]c1C(=O)N1CCNCC1` gave TcdB GH inh 1.5, CCHF vOTU inh 15, Anthrax LF prot -6, BH1578 lux ind inactive, BoNT-A LC inh2 -0.5, PfHsp40 yeast 0.2, Yp Topo-I inh -5 and SSB-PriA inh 0.

(continued)
`CCCCOc1ccc(C(=O)NCC(=O)NCC(c2ccc(F)cc2)N2CCOCC2)cc1` (stereo not given) gave TcdB GH inh -0.2, CCHF vOTU inh 7, Anthrax LF prot -7, BH1578 lux ind inactive, BoNT-A LC inh2 2.0, PfHsp40 yeast -1.9, Yp Topo-I inh 11 and SSB-PriA inh 14.
Screening COc1ccccc1C(CNC(=O)c1cccc(S(=O)(=O)N2CCCc3ccccc32)c1)N(C)C (stereo not given) returned TcdB GH inh 0.4, CCHF vOTU inh -6, Anthrax LF prot -1, BH1578 lux ind -1.1, BoNT-A LC inh2 0.6, PfHsp40 yeast -0.8, Yp Topo-I inh 8 and SSB-PriA inh 2.
COc1ccc(Cl)cc1NC(=S)NCCO was read as 3CLpro inhibitor 3, TcdB GH inh 0.0, CCHF vOTU inh -1, Anthrax LF prot -11, BH1578 lux ind -0.3, BoNT-A LC inh2 -1.0, PfHsp40 yeast 0.4, DUSP3 inh 16, Yp Topo-I inh 3 and SSB-PriA inh -10.
For CS(=O)(=O)N1CCN(c2ccccc2NC(=O)c2cccs2)CC1 the results were 3CLpro inhibitor 2, CCHF vOTU inh 7, Anthrax LF prot -2, BH1578 lux ind inactive, BoNT-A LC inh2 0.2, PfHsp40 yeast -0.6, DUSP3 inh -15, Yp Topo-I inh -12 and SSB-PriA inh 7.
`Cc1ccc(Sc2cnn(-c3ccccc3)c(=O)c2Cl)cc1` gave 3CLpro inhibitor -8, CCHF vOTU inh 8, Anthrax LF prot -3, BH1578 lux ind inactive, BoNT-A LC inh2 0.7, PfHsp40 yeast 2.8, DUSP3 inh 32, Yp Topo-I inh -1 and SSB-PriA inh -19.
`CC(=O)CCC(=O)N1CCC(n2nccc2NC(=O)c2ccccc2C)CC1` gave 3CLpro inhibitor -1, TcdB GH inh 0.2, CCHF vOTU inh 13, Anthrax LF prot 0, BH1578 lux ind inactive, BoNT-A LC inh2 -2.1, PfHsp40 yeast -0.2, DUSP3 inh 0, Yp Topo-I inh -6 and SSB-PriA inh 1.
CCn1c(=Nc2ccc(N3CCOCC3)cc2)ccc2ccccc21 was read as 3CLpro inhibitor 7, CCHF vOTU inh -2, Anthrax LF prot -6, BH1578 lux ind -0.5, BoNT-A LC inh2 -0.8, PfHsp40 yeast -0.6, DUSP3 inh 6, Yp Topo-I inh 4 and SSB-PriA inh -1.
COc1ccc(-c2cc(N3CCCC3)n3ncnc3n2)cc1 was read as 3CLpro inhibitor 2, CCHF vOTU inh 11, Anthrax LF prot -1, BH1578 lux ind inactive, BoNT-A LC inh2 -0.5, PfHsp40 yeast 0.1, DUSP3 inh 21, Yp Topo-I inh 11 and SSB-PriA inh -1.
CCCCN1C(=O)C(CC(=O)NCCCN(C)C)CC(C(=O)N(CC)CC)=C1C (stereo not given) was read as TcdB GH inh -0.4, CCHF vOTU inh -5, Anthrax LF prot 2, BH1578 lux ind -0.2, BoNT-A LC inh2 0.1 and Yp Topo-I inh -5.
Screening NCCCn1c(C(=O)c2cc(Cl)c(N)c(Cl)c2)c2ccccc2[n+]1[O-] returned TcdB GH inh -1.1, CCHF vOTU inh 2, Anthrax LF prot 0, BH1578 lux ind inactive, BoNT-A LC inh2 4.2, PfHsp40 yeast -1.1, Yp Topo-I inh -1 and SSB-PriA inh 2.
COc1cc(-c2cc3nc(NCc4cccs4)ccn3n2)cc(OC)c1OC was read as TcdB GH inh 1.0, CCHF vOTU inh -10, Anthrax LF prot 2, BH1578 lux ind -1.2, BoNT-A LC inh2 -0.5 and Yp Topo-I inh 4.
`O=c1[nH]c(SCCOc2ccccc2)nc2ccccc12` gave 3CLpro inhibitor -1, CCHF vOTU inh -2, Anthrax LF prot 0, BH1578 lux ind -0.4, BoNT-A LC inh2 0.5, PfHsp40 yeast -0.1, DUSP3 inh -7, Yp Topo-I inh 17 and SSB-PriA inh -11.
`CCOc1ccc(NC(=O)CSc2nnc(Cc3cccn3C)n2-c2ccc(F)cc2)cc1` gave 3CLpro inhibitor 3, TcdB GH inh -0.5, CCHF vOTU inh 0, Anthrax LF prot 0, BH1578 lux ind -0.4, BoNT-A LC inh2 -1.1, PfHsp40 yeast 1.5, DUSP3 inh 30, Yp Topo-I inh 12 and SSB-PriA inh 17.
`CC(C#CCN1CCCCC1)OCCOCc1ccccc1` (stereo not given) gave 3CLpro inhibitor -3, CCHF vOTU inh 9, Anthrax LF prot -2, BH1578 lux ind inactive, BoNT-A LC inh2 -0.1, PfHsp40 yeast 1.3, DUSP3 inh 30, Yp Topo-I inh 10 and SSB-PriA inh -12.
`Cc1cccc(OCC(=O)OC(C)C(=O)Nc2ccc(Cl)cn2)c1` (stereo not given) gave TcdB GH inh 2.0, CCHF vOTU inh -5, Anthrax LF prot -1, BH1578 lux ind 1.3, BoNT-A LC inh2 2.0, PfHsp40 yeast 1.6, Yp Topo-I inh 17 and SSB-PriA inh -21.
`CCOC(=O)c1c(-c2ccccc2)oc2ccc(OCC(O)CN(C)C)cc12` (stereo not given) gave 3CLpro inhibitor 2, TcdB GH inh 3.1, CCHF vOTU inh -48, Anthrax LF prot -2, BH1578 lux ind -0.2, BoNT-A LC inh2 2.3, PfHsp40 yeast 9.2, DUSP3 inh 14, Yp Topo-I inh -9 and SSB-PriA inh 8.
`Cc1nc(N)sc1N=Nc1c(C)n(C)n(-c2ccccc2)c1=O` gave 3CLpro inhibitor -2, TcdB GH inh 2.3, CCHF vOTU inh 22, Anthrax LF prot -2, BH1578 lux ind -0.3, BoNT-A LC inh2 -0.8, PfHsp40 yeast -1.4, DUSP3 inh 19, Yp Topo-I inh 3 and SSB-PriA inh -3.
Screening Cc1ccccc1C(=O)N1CCN(c2ccc(N3CCOCC3)nn2)CC1 returned TcdB GH inh 1.5, CCHF vOTU inh -45, Anthrax LF prot 12, BH1578 lux ind inactive, BoNT-A LC inh2 -0.1, PfHsp40 yeast 0.5, Yp Topo-I inh 14 and SSB-PriA inh -1.
`Cn1c(=O)c2c(nc(CN3CCOCC3)n2Cc2ccccc2)n(C)c1=O` gave 3CLpro inhibitor -1, CCHF vOTU inh 25, Anthrax LF prot 1, BH1578 lux ind -1.6, BoNT-A LC inh2 0.6, PfHsp40 yeast -0.1, Yp Topo-I inh -5 and SSB-PriA inh -15.

Filtered by structure: those above containing a thiophene ring, fused or not.
For CS(=O)(=O)N1CCN(c2ccccc2NC(=O)c2cccs2)CC1 the results were 3CLpro inhibitor 2, CCHF vOTU inh 7, Anthrax LF prot -2, BH1578 lux ind inactive, BoNT-A LC inh2 0.2, PfHsp40 yeast -0.6, DUSP3 inh -15, Yp Topo-I inh -12 and SSB-PriA inh 7.
COc1cc(-c2cc3nc(NCc4cccs4)ccn3n2)cc(OC)c1OC was read as TcdB GH inh 1.0, CCHF vOTU inh -10, Anthrax LF prot 2, BH1578 lux ind -1.2, BoNT-A LC inh2 -0.5 and Yp Topo-I inh 4.

Some of the compounds tested; the hit share may differ from the screen's.
